HttQ103 aggreg: inhibitors of mutant huntingtin aggregate formation in PC12 cells. PC12 HttQ103-GFP aggregates, Acumen cytometry, 40 h. Potency, µM (highest dose often 46.1 µM), inactives show at the top dose activity change, negative = inhibition, most hits filed as inhibitors. 220,000 compounds, 1.1% hits. AID 1688; further: on the % scale 0 is the no-effect control and ±100 the full control effect; nearly all actives have a fitted effect of over 60% in size
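PC12 cells stably carrying ecdysone-inducible HTT exon 1 Q103–GFP were induced with tebufenozide (100 nM final) and treated with library compounds in titration. GFP aggregates in lysates were counted by laser scanning cytometry.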
GAA inhib: blocks human lysosomal alpha-glucosidase | purified human GAA, 4-MU-alpha-glucoside fluorescence | Potency, µM (top dose mostly 76.9 µM), for the others: at the top dose activity change, negative = inhibition, hits mostly inhibitors | 200,000 compounds, 0.005% hits;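 further: plate controls were uninhibited enzyme wells for no effect and no-enzyme background for full effect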
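Enzyme (4 nM final) mixed with compound (up to 77 uM), then 4-MU-alpha-D-pyranoside (400 uM final) added; 20 min at room temperature, pH 5.0. Reaction stopped at pH 10, fluorescence read, AC50 derived by Hill fit.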
GAA glycogen: GAA glycogen-cleavage inhibition or activation | P10253 | recombinant GAA, glycogen substrate, Amplex Red glucose oxidase fluorescence | Potency, µM (series often up to 76.4 µM), without a hit: at the highest dose activity change, negative = inhibition, actives largely listed as inhibitors | 300,000 compounds, 0.38% hits | AID 2100;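 further: 0% = full enzyme reaction and -100% = no-enzyme basal signal; the screen sought inhibitors and activators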
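Recombinant human enzyme (4 nM); glycogen substrate; 37 C, 40 min, pH 5.0. Readout: coupled glucose oxidase/Amplex Red fluorescence.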
IMPase Li cell: IMPase inhibition in cells with lithium potentiation; AID 1457; CHO-M1 cells, IP1 TR-FRET (IP-One), carbachol + lithium; Potency, µM (doses to about 59.4 µM), inactives show top-dose activity, negative = IMPase inhibition, hits mostly inhibitors; 210,000 compounds, 0.35% hits;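 further: IP1 builds up when IMPase is blocked and the TR-FRET signal falls; plate controls were basal vehicle for no effect and high inhibitor control for full effect; nearly all actives have a fitted effect of over 50% in size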
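CHO cells stably expressing M1 receptor (2000/well, cultured 16–30 h) treated 30 min at 37C with compound plus low lithium. Cytosolic IP1 by TR-FRET (665/620 ratio and 620 channel) after 10 min lysis; AC50 by Hill fit.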
HTT ATP protect: protects HTT-Q103 PC12 cells, measured by ATP; Potency, µM (top dose mostly 56.4 µM), for the others: cytoprotection (ATP increase), actives largely listed as activators; AID 1471; 230,000 compounds, 0.14% hits; PC12 HTT-Q103 induced, cytoprotection, ATP luminescence, 40 h;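 further: % of control where 0% means no effect; nearly all actives have a fitted effect of over 45% in size; toxic huntingtin expression switched on by the ecdysone agonist tebufenozide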
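Cells were plated at 1500 per well in phenol red-free DMEM with 5% equine and 5% calf serum. Tebufenozide (100 nM final) and compounds were added, then ATPlite reagent, and luminescence was read.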
RGS12 GoLoco inh: inhibitors of human Gai1-RGS12 GoLoco interaction (red fluorophore); P63096; Gai1:RGS12 GoLoco peptide FP, rhodamine, 10 min; Potency, µM (doses to about 61.6 µM), for the others: at the top dose activity, negative = inhibition, actives largely listed as inhibitors; 230,000 compounds, 0.44% hits; AID 880; active means well fitted inhibition curve with a large enough effect, not every such curve was filed as active; inactive means no such curve, though single readings can be large or run the other way; further: on the % scale 0 is the no-effect control and ±100 the full control effect; nearly all actives have a fitted effect of over 30% in size; many of its hits are not listed in these tables
Target sequence (P63096 whole entry, looked up): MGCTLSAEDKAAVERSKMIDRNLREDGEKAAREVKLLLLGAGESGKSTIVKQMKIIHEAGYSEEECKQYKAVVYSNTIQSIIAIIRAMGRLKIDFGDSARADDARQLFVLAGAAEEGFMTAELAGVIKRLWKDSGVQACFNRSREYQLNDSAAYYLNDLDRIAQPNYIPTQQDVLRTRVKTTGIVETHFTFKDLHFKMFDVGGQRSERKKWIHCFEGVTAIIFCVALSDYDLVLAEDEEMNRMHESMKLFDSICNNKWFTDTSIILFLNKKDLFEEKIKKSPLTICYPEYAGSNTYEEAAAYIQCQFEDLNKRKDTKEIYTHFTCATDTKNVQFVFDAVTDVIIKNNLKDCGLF
aGlu spleen mod: inhibits or activates alpha-glucosidase in human spleen homogenate; P10253; human spleen homogenate, 4-MU-alpha-glucoside fluorescence; Potency, µM (highest dose often 79.9 µM), for inactives: at the highest dose activity change, negative = inhibition, hits mostly inhibitors; 240,000 compounds, 0.006% hits;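 further: 0% = enzyme with vehicle and -100% = no enzyme basal signal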
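Human spleen homogenate (1 ug) with 4-methylumbelliferyl-alpha-D-glucopyranoside (1 mM final) in 50 mM citrate/phosphate pH 5.0, 0.01% Tween-20; 40 min at 37 C. Stopped at pH 10; 4-MU fluorescence Ex 365/Em 440 nm; AC50 by Hill fit.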
* marks the source's active call; other numbers are inactive results; ? = inconclusive; . = not tested or not shown; [ ] = another dose, or the depositor's remark. Unless noted, the call rests on the fitted dose curve; in most records, active means well fitted curve in the direction sought with a large enough effect; inconclusive means small, poorly fitted or top-dose-only effect, or another doubt; inactive means no such curve, though single readings can be large; an effect the other way counts as inactive or inconclusive. Potency means the concentration at half of the fitted maximal effect. An excerpt; the hit share may differ from the screen's.

The line under a structure holds: HttQ103 aggreg, GAA inhib, GAA glycogen, IMPase Li cell, HTT ATP protect, RGS12 GoLoco inh, aGlu spleen mod
- CCOc1cccc(CNCCO)c1OCc1ccc(Cl)cc1
    -4%, 3%, 3%, -7%, -2%[10 µM], -6%, 1%
- CC(C)c1ccc(NC(=S)NCc2cccs2)cc1
    ?, -6%, 11%, 13%[38.3 µM], -47%[inhibitor], 0%, 5%
- CN(C)C(=O)Nc1ccc(F)cc1F
    ?, -5%, -4%, -13%[38.3 µM], 9%, -9%, -3%
- COc1ccccc1NCC(=O)N/N=C/C=C/c1ccccc1
    20%, -3%, 6%, 8%, -5%[10 µM], 12%, -6%
- O=C(COc1ccc2c(c1)OCO2)NC12CC3CC(CC(C3)C1)C2
    -26%, -7%, -5%, 5%[38.3 µM], -2%, -35%, -1%
- COc1ccccc1N1CCN(C(=O)c2ccncc2)CC1
    -10%, 0%, 5%, -4%[38.3 µM], -7%, 2%, 1%
- CN(C)C(=O)c1nc2ccc(Cl)cn2c1CNCc1cccc(OC(F)(F)F)c1
    28%[9.22 µM], ., -2%, ., 10%[10 µM], 9%, -3%
- Cc1cc(C(=O)N/N=C/c2cccnc2)cs1
    -11%, 0%, 10%, 5%, ., -11%, -9%
- Cc1cc2ncn(CS(C)(=O)=O)c2cc1C
    -21%[9.22 µM], -1%, 1%, 6%, 16%[10 µM], 14%, 3%
- O=C(COC(=O)/C=C/C(=O)OCC(=O)NC12CC3CC(CC(C3)C1)C2)NC12CC3CC(CC(C3)C1)C2
    ?, -2%, 16%, 26%, -2%[1.9 µM], -14%, 4%
- Cc1ccc(CN2C(=O)/C(=C3\SC(N4CCOCC4)=NC3=O)c3cc(Br)ccc32)cc1
    15%, -1%, -6%, 4%[38.3 µM], -18%, 7%, 0%
- CCOc1ccc(NS(=O)(=O)c2ccc3c(c2)CCN3C(=O)C2CCC2)cc1
    ?, -6%, -2%, 38%[38.3 µM], -14%, -2%, -2%
- CCOC(=O)N1CCN(C(=O)CN(Cc2ccc(Cl)cc2)S(=O)(=O)c2ccccc2)CC1
    -5%, -2%, 5%, 5%[38.3 µM], 11%, -5%, -1%
- CN1CCN(NC(=O)c2ccc(COc3ccccc3Br)o2)CC1
    1%, 4%, -7%, 19%, ., 3%, -5%
- CC(C)CNC(=O)CCCSc1nc2ccccc2[nH]1
    -1%, -5%, -8%, -6%, -36%[inhibitor], 1%, -5%
- Nc1ncccc1OCc1cccc(C(F)(F)F)c1
    -22%, -6%, -8%, 24%, -13%, 10%, .
- CS/C(=C\C(=O)c1ccco1)Nc1ccccc1Cl
    11%[9.22 µM], ., -10%, ., -9%[10 µM], 18%, -5%
- O=c1cc(N2CCN(Cc3ccccc3)CC2)c(-c2ccccc2)n[nH]1
    -7%, 0%, 5%, 16%[38.3 µM], -38%, 6%, 8%
- O=C(NCc1ccccn1)c1cccn1-c1ncc(C(F)(F)F)cc1Cl
    -19%, -5%, -4%, 0%, 13%[10 µM], 0%, 10%
- C=C(C)[C@H]1CC=C(C)/C(=N/NC(=O)CNc2ccccc2OC)C1
    -20%, -1%, -7%, 0%[38.3 µM], -15%, 4%, -5%
- COc1cccc(-c2cc(C(F)(F)F)nc(NCc3ccco3)n2)c1
    ?, -7%, -7%, 12%, ., 7%, -11%
- CCN(CC)S(=O)(=O)c1ccc(O)c(NC(=O)c2ccc(N3CCOCC3)c([N+](=O)[O-])c2)c1
    3%, -8%, 12%, -2%, ., -1%, 5%
- CN(CC(=O)Nc1ccc(C#N)cc1)CC(=O)Nc1ccc(N2CCOCC2)cc1
    -1%, 1%, -7%, ., -14%[10 µM], ., 3%
- Cc1cccc(CN2CCN(C(=O)c3ccccc3F)CC2)c1
    ?, -5%, 4%, 8%[38.3 µM], 7%, -7%, -9%
- O=C(c1cc(C(F)(F)F)cc(C(F)(F)F)c1)N1CCC2(CC1)CCN(c1ncccn1)CC2
    ., ., ., -4%, 20%, -5%, -4%
- COc1ccc(CC(=O)Nc2cc(Cl)ccc2C(=O)O)cc1
    -4%[9.22 µM], 3%, -3%, 0%, 2%[10 µM], -1%, -7%
- CN(CCCC(=O)Nc1ccncc1)S(=O)(=O)c1ccc(Cl)cc1
    ?, -13%, -3%, 9%[38.3 µM], 18%, -15%, 1%
- CCN(CC)c1ccc(/C=C/c2nc3ccccc3s2)cc1
    -13%, 2%, -10%, 5%[38.3 µM], -86%[inhibitor], 19%, -7%
- O=C(COc1cccc(Cl)c1Cl)Nc1ccc2c(c1)CCC2
    3%, -1%, 4%, -7%, -15%[1.9 µM], -11%, -4%
- COc1ccc(OC)c(NC(=O)Nc2ccccc2C)c1
    -4%, ?, 2%, 23%[38.3 µM], -7%, 0%, 3%
- O=S1(=O)CCC(NS(=O)(=O)/C=C/c2ccccc2)C1 (stereo not drawn)
    6%, -4%, -11%, -9%[38.3 µM], -5%[10 µM], -8%, -7%
- Cc1cccc(C)c1NC(=O)CSc1nnc(-c2ccncc2)n1Cc1ccco1
    -7%, -7%, -17%, -9%[38.3 µM], -14%, 11%, 1%
- CCCOc1ccc(C(O)(CCC)CCN2CCCCC2)cc1 (stereo not drawn)
    ?, -3%, 1%, 29%, 13%[10 µM], 7%, 0%
- COc1ccc2c(COC(=O)CNC(=O)C34CC5CC(CC(C5)C3)C4)cc(=O)oc2c1
    29%, 11%, 11%, -5%, 16%[1.9 µM], 9%, -2%
- OC(COc1ccc2ccccc2c1)CN1CCN(c2ccc(F)cc2)CC1 (stereo not drawn)
    5%, -7%, 5%, 18%[38.3 µM], 3%[10 µM], -15%, 3%
- O=C(Nc1nnc(C(F)(F)F)s1)c1c(F)cccc1F
    -31%[9.22 µM], -5%, 6%, ., -9%[10 µM], -11%, -2%
- NC(=O)c1ccc(Oc2ccc(C(N)=O)cc2)cc1
    7%[9.22 µM], -7%, 2%, ., 1%[10 µM], 86%[activator], 2%
- CC(C)CCNc1nc2c(cc1C#N)COC(C)(C)C2
    -18%, ?, -11%, 21%[38.3 µM], -1%, -3%, 1%
- Cn1cccc1Cc1nnc(SCC(=O)NCc2ccccc2)n1-c1ccc(F)cc1
    10%, -4%, 8%, 12%[38.3 µM], -8%, 16%, -2%
- COc1cccc(CC2(CO)CCCN(Cc3cc4ccccc4[nH]3)C2)c1 (stereo not drawn)
    0%[9.22 µM], ., 1%, 5%, 0%[10 µM], 4%, -9%
- CCc1cc(CC)c(/C=N/NC(N)=O)c(CC)c1
    -22%, ?, -14%, -4%, -14%, -5%, -1%
- O=C(Nc1cccc2ccccc12)N1CCN(Cc2ccccc2)CC1
    10%, -17%, 6%, 8%[38.3 µM], -8%, -6%, 2%
- O=C1NC(=O)C2C1C(c1ccc([N+](=O)[O-])cc1)=NN2Cc1ccccc1 (stereo not drawn)
    20%, -4%, -21%, 5%, ., 17%, -13%
- CCCCc1c(C)nc2c(OC)cccc2c1SCC(=O)O
    14%[9.22 µM], ., 0%, ., 7%[10 µM], 7%, 4%
- CN(C)c1ncc2nc(-c3cc(F)cc(F)c3)c(=O)n(Cc3cccs3)c2n1
    ., ., ., 5.6µM*, -47%[inhibitor], 2%, 4%
- O=C(NCC1CCCO1)c1csc(Nc2cccc3ccccc23)n1 (stereo not drawn)
    -16%[9.22 µM], 5%, -13%, 11%, 34%[10 µM], 13%, 1%
- CCCCc1cc(=O)oc2c(CN3CCCC3)c(O)ccc12
    13%, ?, -2%, -27%[38.3 µM], -13%, 0%, ?
- Cc1ccc(C)c(C(=O)CSc2n[nH]c(C)n2)c1
    4%, 3%, 12%, ., 16%[10 µM], ., 6%
- Cc1cc2nnc(SCC(=O)N3CCOCC3)n2c2ccccc12
    -8%, -12%, 8%, -4%, -22%, 1%, 1%
- Cc1cccc(C)c1NC(=S)Nc1ccccc1C(=O)NCc1ccco1
    1%, 0%, 5%, -5%, 13%[1.9 µM], 13%, 2%
- S=c1nc(-c2cccc(Cl)c2)[nH][nH]1
    4%, 2%, ?, -23%, -20%, 18%, -6%
- O=C(O[C@@H]1OC2COC(=O)c3cc(O)c(O)c(O)c3-c3c(cc(O)c(O)c3O)C(=O)O[C@@H]([C@H]1O)[C@@H]2O)c1cc(O)c(O)c(O)c1
    -12%, 5%, ?, 4%, ., -38%, 0%
- [O-][N+]1(CC[N+]2([O-])CCCCC2)CCCCC1
    ., ., ., 6%, -2%[10 µM], 3%[14.2 µM], .
- Cc1cc(C(=O)CSc2cccc[n+]2[O-])c(C)n1-c1ccc(Br)cc1
    -23%, 0%, 1%, 15%, -163%[inhibitor], 18%, -3%
- O=C(N1CCOCC1)N1CCOCC1
    -7%, -15%, 1%, 1%[38.3 µM], 1%[10 µM], -6%, -6%
- COc1ccc(OCC(=O)Nc2nc3ccc(NC(C)=O)cc3s2)cc1
    -17%[9.22 µM], ?, -6%, 5%, -13%[10 µM], 5%, 5%
- O=C(Nc1cnn(Cc2ccc(Cl)cc2Cl)c1)c1cc(-c2cccs2)on1
    -14%, 2%, 0%, 0%[38.3 µM], -15%, 19%, 2%
- COC(=O)c1sccc1NC(=S)Nc1cc(C)ccc1OC
    3%, -4%, 0%, -7%, 5%, 7%, -1%
- CN1CCC(N(C)C(=S)NCCc2ccccc2)CC1
    12%, 8%, 3%, 5%, -30%, -1%, -1%
- COCC(=O)OCC(=O)Nc1cc(C)c(C)cc1[N+](=O)[O-]
    ?, 1%, 0%, -5%, 0%[10 µM], 0%, -4%

One compound at a time (already shown). Order of screens: HttQ103 aggreg	GAA inhib	GAA glycogen	IMPase Li cell	HTT ATP protect	RGS12 GoLoco inh	aGlu spleen mod
Listed for `Cc1ccc(C)c(C(=O)CSc2n[nH]c(C)n2)c1` = 4%	3%	12%	.	16%[10 µM]	.	6%
Listed for `NC(=O)c1ccc(Oc2ccc(C(N)=O)cc2)cc1` = 7%[9.22 µM]	-7%	2%	.	1%[10 µM]	86%[activator]	2%

Later entries
The line under a structure holds: HttQ103 aggreg, GAA inhib, GAA glycogen, IMPase Li cell, HTT ATP protect, RGS12 GoLoco inh, aGlu spleen mod
- CC(O)CCc1nc2ccc(C(=O)O)cc2[nH]1 (stereo not drawn)
    -25%, -1%, 0%, -28%[38.3 µM], -16%, -1%, -6%
- CCc1cc2c(N[C@@H](C)C(=O)O)ncnc2s1
    11%, -3%, -10%, -34%[38.3 µM], 5%, -22%, 2%
- Cc1nn(Cc2ccc(F)cc2)c2sc(C(=O)Nc3ccccc3N3CCOCC3)cc12
    -19%, 4%, 2%, 1%, 12%[10 µM], -3%, 2%
- CC1(OC(=O)C2CCCC2)C(=O)C=C2C=C(C3CC3)OC=C2C1=O (stereo not drawn)
    ., ., ., 19%, -9%, 14%, 1%
- O=C(O)/C=C/c1ccc(S(=O)(=O)NCc2cccnc2)cc1
    1%[9.22 µM], ., -2%, ., 8%[10 µM], -8%, -5%

Screens as filed in PubChem.
